ABCB1 inh: ABCB1 efflux pump inhibitors, primary screen, cell-based, multiplex, flow cytometry, ABCG2 counter-screen; ATP-dependent translocase ABCB1 (Homo sapiens), P08183; CCRF-Adr cells, JC-1 efflux; inhibition, % at 6.6 µM; actives 0.067% (n = 190,000); AID 1326, 2008; in the data active means inhibition above about 40%;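 further: 0% = vehicle and 100% = reference inhibitor; higher value means more JC-1 retained so stronger ABCB1 efflux block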
RGS7-Gao: RGS7-Galphao binding modulators, primary screen, biochemical, multiplexed bead flow cytometry; Guanine nucleotide-binding protein G(o) subunit alpha (Homo sapiens), P09471; actives lie on both sides; binding response (% of control), % at 10 µM; actives 0.35% (n = 220,000); AID 1439, 2008; in the data active means binding response below about 49% or above about 150%; inconclusive means no clear call, values can overlap the other calls; inactive means in between;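 further: fluorescent Galphao held in activated GDP-AlF4 state binding bead-coupled RGS7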
Mcl1 Bid PPI: Mcl-1/Bid binding inhibitors, primary screen, biochemical, TR-FRET, 1536-well; Induced myeloid leukemia cell differentiation protein Mcl-1 (Homo sapiens), Q07820; TR-FRET Mcl-1/Bid-Dy647 peptide binding; inhibition, % at 21.7 µM; actives 0.97% (n = 220,000); AID 1021, 2008;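 active means compounds that cut the binding signal by more than half at the single screening dose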;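 further: His-tagged Mcl-1 with europium anti-His antibody binding Bid BH3 peptide; 0% = Mcl-1 plus peptide wells and 100% = peptide-only wells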
Target sequence (Q07820 whole entry, looked up): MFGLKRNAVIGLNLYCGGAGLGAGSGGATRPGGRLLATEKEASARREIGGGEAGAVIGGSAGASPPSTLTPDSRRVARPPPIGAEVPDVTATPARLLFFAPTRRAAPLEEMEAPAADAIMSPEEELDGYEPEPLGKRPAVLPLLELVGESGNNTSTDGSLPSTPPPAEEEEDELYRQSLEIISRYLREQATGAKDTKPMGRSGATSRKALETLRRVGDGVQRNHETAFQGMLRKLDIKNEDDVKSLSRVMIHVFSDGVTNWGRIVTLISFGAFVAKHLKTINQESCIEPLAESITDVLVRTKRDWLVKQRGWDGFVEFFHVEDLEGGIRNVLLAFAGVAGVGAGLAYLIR
GSH bead fluor: compound fluorescence on glutathione beads, profiling panel, artefact control, biophysical, 488/530 nm, flow cytometry; fluorescence (KMESF) at 10 µM; GSH beads flow cytometry, compound fluorescence 488/530 nm; active compounds read high; actives 0.25% (n = 190,000); in the data active means fluorescence above about 89;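 further: glutathione beads carrying GST-tagged Bcl family fusion proteins plus one bare bead set; values are compound well signal with DMSO vehicle wells as background; inactives centre near 16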
Bim-Mcl-1: inhibitors of Bim peptide binding to Mcl-1, primary screen, biochemical, bead-based flow cytometry, multiplex. Bim peptide-Mcl-1 binding. AID 1009, 2008. actives 0.1% (n = 190,000). inhibition, % at 10 µM. Induced myeloid leukemia cell differentiation protein Mcl-1 (Homo sapiens), Q07820; in the data active means inhibition above about 40%;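 further: 0% = no compound tracer wells and 100% = peptide blocker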
RGS8-Gao: RGS8-Galphao binding modulators, primary screen, biochemical, multiplexed bead flow cytometry; Guanine nucleotide-binding protein G(o) subunit alpha (Homo sapiens), P09471; actives lie on both sides; response (percent of control binding), % at 10 µM; actives 0.34% (n = 220,000); in the data active means response below about 60% or above about 140%; inactive means in between;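 further: Galphao activated as the GDP aluminium fluoride complex binding bead-coupled RGS8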
Mcl1-Noxa inh: Mcl-1/Noxa binding inhibitors, primary screen, biochemical, TR-FRET, 1536-well; actives 1.5% (n = 220,000); inhibition, % at 21.7 µM; AID 1022, 2008; TR-FRET Mcl-1/Noxa peptide binding, 2 h; Induced myeloid leukemia cell differentiation protein Mcl-1 (Homo sapiens), Q07820;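 active means compounds that cut the protein-peptide binding signal by more than 50% relative to plate controls in a single-dose test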;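 further: His-tagged Mcl-1 with rhodamine Noxa BH3 peptide and terbium anti-His antibody; 0% = Mcl-1 plus Noxa peptide wells and 100% = peptide-only wells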
RGS4-Gao reg: modulators of RGS4 binding to Galphao, primary screen, biochemical, multiplexed bead flow cytometry; actives lie on both sides; binding response (% of control), % at 10 µM; AID 1415, 2008; actives 0.33% (n = 220,000); Guanine nucleotide-binding protein G(o) subunit alpha (Homo sapiens), P09471; in the data active means binding response below about 49% or above about 150%; inactive means in between;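 further: fluorescent Galphao activated with aluminum fluoride binding bead-coupled RGS4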
Pf gamet viab: late stage P. falciparum gametocyte viability inhibitors, primary screen, ATP luminescence, HTS | P. falciparum stage V gametocytes, 24 h | inhibition, % at 10.9 µM | actives 0.065% (n = 150,000) | AID 743093, 2013;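 active means inhibition above the mean plus 3 SD of compounds within the control limits, set per campaign, cut at about 38% in these data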;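 further: 0% = DMSO wells and 100% = medium only without gametocytes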
Avidin bead fluor: green autofluorescence of compounds with avidin beads – biophysical, 488/530 nm, flow cytometry, artefact control, profiling panel | compound fluorescence 488/530 nm; active compounds read high | fluorescence (KMESF) at 10 µM | actives 0.38% (n = 220,000) | AID 1775, 2009; in the data active means fluorescence above about 47; further: inactives centre near 10
ABCG2 inh: ABCG2 efflux pump inhibitors, primary screen, multiplex with ABCB1, IgMXP3 cells, flow cytometry; JC-1 efflux; actives 0.1% (n = 190,000); inhibition, % at 6.6 µM;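 active means inhibition above 80%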;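 further: 0% = DMSO and 100% = nicardipine control wells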
Target sequence (Q9UNQ0 whole entry, looked up): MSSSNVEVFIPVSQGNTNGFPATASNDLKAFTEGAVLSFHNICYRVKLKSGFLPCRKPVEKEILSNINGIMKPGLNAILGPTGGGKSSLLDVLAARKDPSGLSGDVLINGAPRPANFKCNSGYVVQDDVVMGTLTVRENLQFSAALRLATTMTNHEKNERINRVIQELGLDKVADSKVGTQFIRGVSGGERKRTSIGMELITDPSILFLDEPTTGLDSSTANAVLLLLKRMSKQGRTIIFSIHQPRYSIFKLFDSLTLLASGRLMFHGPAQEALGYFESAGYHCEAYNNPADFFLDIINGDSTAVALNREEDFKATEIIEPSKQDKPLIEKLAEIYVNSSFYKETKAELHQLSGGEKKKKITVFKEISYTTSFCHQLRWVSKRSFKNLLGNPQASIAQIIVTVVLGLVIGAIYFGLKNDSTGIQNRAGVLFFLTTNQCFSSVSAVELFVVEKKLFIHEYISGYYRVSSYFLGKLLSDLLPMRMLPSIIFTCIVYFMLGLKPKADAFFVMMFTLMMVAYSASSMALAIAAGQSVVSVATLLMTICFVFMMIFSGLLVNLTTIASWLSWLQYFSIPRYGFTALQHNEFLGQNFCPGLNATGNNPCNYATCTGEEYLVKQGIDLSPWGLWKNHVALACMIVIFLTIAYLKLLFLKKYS
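Times: 10 min at 25 °C | Test system: Two drug-resistant human cell lines, ABCG2 and ABCB1 | Quantity: 3 million cells/mL final, two lines in 1:1 ratio | Signal: Flow cytometry, 530 nm JC-1 signal | Dosing: Compound at 6.6 µM | Controls: Nicardipine and DMSO wells | Reagent: JC-1 as fluorescent efflux pump substrate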
* = called active by the depositor; ? = inconclusive; / = not tested or not shown.

SMILES	ABCB1 inh	RGS7-Gao	Mcl1 Bid PPI	GSH bead fluor	Bim-Mcl-1	RGS8-Gao	Mcl1-Noxa inh	RGS4-Gao reg	Pf gamet viab	Avidin bead fluor	ABCG2 inh
CC(C)(C)c1nnc(NC(=O)c2cc(-c3ccccc3)nc3ccccc23)s1	0.8	110	-55	35	-6	95	14	95	/	11	33
CCCC(=O)Nc1ccc(Cl)c(NC(=O)C(C)(C)C)c1	1.2	100	-20	32	5	101	0	101	/	15	7
CCOc1ccccc1NC(=O)C1=C(C)NC(=O)NC1c1cccs1 (centres undefined)	1.6	98	-6	21	-2	100	1	98	/	5	19
CCOC(=O)Cc1csc(NC(=O)C2CCCCC2C(=O)O)n1 (centres undefined)	0.4	98	13	38	-2	96	23	101	/	7	4
CCn1c(Cn2nnc(-c3ccccc3)n2)nnc1SCC(=O)Nc1ccc(C(C)=O)cc1	1.0	98	12	8	-2	106	14	101	/	30	4
CCOC(=O)N1CCN(C(=O)CSc2nnc(CNC(=O)c3ccccc3F)o2)CC1	-0.1	96	-7	16	1	98	-7	98	/	8	1
CCCCNC(=O)/C(=C\c1ccc([N+](=O)[O-])o1)NC(=O)c1ccccc1	0.5	104	-27	62	-3	110	23	107	-5	26	4
Cc1ccc(NC(=O)Nc2cc(S(C)(=O)=O)ccc2Cl)cc1	/	?	-3	/	/	100	-11	99	9	6	/
COC(=O)c1sccc1NC(=O)c1ccc(OC)cc1OC	1.0	97	3	6	1	101	13	98	6	2	3
CC(C)(C)c1ccc(Oc2ccc(NC(=O)CCCC(=O)O)cn2)cc1	/	?	-12	/	/	106	18	107	17	5	/
Cc1ccc(C(=O)Nc2ccc(Br)c(C(F)(F)F)c2)cc1	0.2	101	-4	21	0	99	10	102	-16	6	2
COC(=O)c1nnn(-c2nonc2N)c1CSc1nc2ccccc2o1	0.1	102	3	35	-2	103	2	104	/	14	-1
Cc1cccc(C)c1N(CC(=O)NCc1ccc(F)cc1)C(=O)c1csnn1	1.3	103	-22	20	-1	102	6	104	-16	9	5
COCCCNC(=O)CCCn1c(=O)[nH]c2ccccc2c1=O	1.3	99	2	9	0	99	-9	101	1	11	12
Nc1nc(Nc2cccc3ccccc23)nc(C2CCCC2=O)n1 (centres undefined)	0.1	99	-2	15	-1	98	-13	98	/	35	1
CCC(C)[C@H](NC(=O)NCc1ccc(S(N)(=O)=O)cc1)C(=O)O (some centres undefined)	/	?	-15	/	/	103	17	100	12	4	/
O=C(CSc1nnc(-c2ccccc2)n1Cc1ccccc1)N1CCCC1	0.8	98	-16	8	7	99	-4	97	/	8	4
COc1ccc(-c2csc(N(CCc3ccc(OC)c(OC)c3)C(=O)COc3ccccc3)n2)cc1	1.2	101	-25	13	0	104	-38	104	9	12	4
CNC(=S)N(CCc1ccccc1)Cc1cc2cc(OC)c(OC)cc2[nH]c1=O	12	103	7	9	0	112	14	103	-5	4	0
Cc1ccc(/C=N/Nc2ccc(C(=O)O)cc2)o1	1.6	101	-56	18	-1	99	4	101	4	11	11
CC(=O)N1N=C(c2ccc(Br)cc2)OC12CCCC2	/	?	-5	/	/	100	-15	106	4	6	/
CN1CCN(C(=S)Nc2ccc(S(N)(=O)=O)cc2)CC1	1.0	?	-46	14	-5	104	2	104	20	9	1
CCCN(CCC)C(=O)CC(c1ccc(F)cc1)c1ccco1 (centres undefined)	0.8	99	-19	52	-3	99	-9	96	/	8	4
CN1CCN(C(=S)NC(=O)c2cccc(S(=O)(=O)N(C)C)c2)CC1	0.1	?	-7	13	-4	96	13	100	-2	12	-2
O=C(c1cc(S(=O)(=O)N2CCOCC2)ccc1Cl)N1CCN(c2ccccn2)CC1	1.2	99	7	21	-2	102	7	99	-20	9	3

Among those listed so far, these have bromine:
SMILES	ABCB1 inh	RGS7-Gao	Mcl1 Bid PPI	GSH bead fluor	Bim-Mcl-1	RGS8-Gao	Mcl1-Noxa inh	RGS4-Gao reg	Pf gamet viab	Avidin bead fluor	ABCG2 inh
Cc1ccc(C(=O)Nc2ccc(Br)c(C(F)(F)F)c2)cc1	0.2	101	-4	21	0	99	10	102	-16	6	2
CC(=O)N1N=C(c2ccc(Br)cc2)OC12CCCC2	/	?	-5	/	/	100	-15	106	4	6	/

New compounds follow:
SMILES	ABCB1 inh	RGS7-Gao	Mcl1 Bid PPI	GSH bead fluor	Bim-Mcl-1	RGS8-Gao	Mcl1-Noxa inh	RGS4-Gao reg	Pf gamet viab	Avidin bead fluor	ABCG2 inh
N#C/C(=C\c1cccnc1)C(=O)Nc1cccc(Cl)c1	0.1	?	-13	12	-3	93	3	95	5	11	17
CN1C(C(=O)NCc2ccccc2)CC2Cn3c(nc4cc5ccccc5cc43)C21 (centres undefined)	/	?	-47	/	/	102	-16	105	/	9	/
CN(CC(=O)Nc1cccc(F)c1)C(=O)CCCc1cccs1	0.8	102	-8	11	-1	99	17	100	-29	12	3
O=C(NC1CCCC1)c1sc(=S)n2c1[nH]c(=O)c1ccccc12	-0.2	97	3	12	0	98	38	99	10	38	0
O=C(Nc1ccc(CN2CCS(=O)(=O)CC2)cc1)c1ccc(C(F)(F)F)cc1	/	?	7	/	/	104	0	107	-1	3	/
CC(=O)CSc1nc(N(C)C)nc(N(C)C)n1	0.4	111	11	18	0	99	39	98	12	15	14
COc1ccc(C2C(C(=O)Nc3cccc(C)n3)c3ccccc3C(=O)N2C)cc1OC (centres undefined)	3.0	105	-7	25	-3	104	12	102	/	33	46
Nc1cnc(CNc2ccccc2Cl)cn1	/	?	-65	/	/	98	-4	90	-9	8	/
CC1CCc2c(sc(NC(=O)C(=O)NCc3ccco3)c2C#N)C1 (centres undefined)	0.2	103	2	36	0	103	8	101	17	10	1
Cc1occc(=O)c1OCc1ccccc1	-0.1	?	-5	10	2	101	4	100	-20	10	0
CCOC(=O)C1(CC2CC2)CCN(Cc2ccc(C(=O)OC)cc2)CC1	0.1	105	3	9	-3	101	12	103	10	8	1
Cc1ccnc(N2CCN(C(=O)CSc3nc4ccccc4nc3N3CCC(C)CC3)CC2)c1	3.6	107	-7	10	0	101	6	101	16	2	10
CCOC(=O)c1csc(NC(=O)CSc2nnnn2-c2cccc(OC)c2)n1	-0.1	102	-5	12	-3	99	-21	100	-22	22	3
C=C(C)C(=O)Nc1nnc(-c2ccccc2C)s1	0.6	88	-16	9	-1	95	0	90	/	10	6
C/C(=N\NC(=O)C1CC1)c1ccc2c(c1)OCCO2	-0.5	100	-12	14	0	99	0	100	11	10	12
N#Cc1cc2c(nc1SCc1ccc(Cl)nc1)CCCCC2	/	?	0	/	/	101	-13	103	-5	8	/
O=C(Nc1nnc(COc2ccc(Br)cc2)s1)c1ccco1	/	?	-10	/	/	98	11	95	-18	7	/
O=C(CCCn1c(=S)[nH]c2cc3c(cc2c1=O)OCO3)N1CCN(c2ccc(Cl)cc2)CC1	0.8	100	-5	16	-3	99	-1	99	3	17	6
Cc1cccc(NC(=O)C2Cc3ccccc3CN2C(=O)OCc2ccccc2)c1C (centres undefined)	11	90	1	6	-3	79	0	91	/	6	41
CCOC(=O)C(C)Sc1nnc(Cc2cc(=O)[nH]c(=O)[nH]2)n1-c1cccc(OC)c1 (centres undefined)	0.1	100	-20	13	-1	105	2	103	/	8	0
CCn1c(SCCOc2ccc(OC)cc2)nnc1C(CO)NC(=O)c1ccc(OC)cc1 (centres undefined)	4.3	99	-20	29	-2	101	20	99	6	13	24
Cc1ccc(C)c(NS(=O)(=O)c2c(C)ccc3nsnc23)c1	0.7	98	7	11	1	101	4	102	/	11	7
c1ccc(Oc2nnc(-c3cccs3)c3ccccc23)cc1	0.2	102	-7	6	-7	89	-11	102	/	0	1
CC1=NNC(=O)C1CC(=O)N/N=C/c1sccc1C (centres undefined)	/	?	-98	/	/	100	9	102	4	8	/
Cc1ccccc1N=C1c2ccccc2C(=O)C1[N+](=O)[O-] (centres undefined)	0.3	92	-10	17	-3	95	15	93	13	10	2

One compound at a time, as listed above. Order of screens: ABCB1 inh	RGS7-Gao	Mcl1 Bid PPI	GSH bead fluor	Bim-Mcl-1	RGS8-Gao	Mcl1-Noxa inh	RGS4-Gao reg	Pf gamet viab	Avidin bead fluor	ABCG2 inh
CC(=O)CSc1nc(N(C)C)nc(N(C)C)n1 in the list: 0.4	111	11	18	0	99	39	98	12	15	14
O=C(Nc1nnc(COc2ccc(Br)cc2)s1)c1ccco1 in the list: /	?	-10	/	/	98	11	95	-18	7	/

(further entries)
SMILES	ABCB1 inh	RGS7-Gao	Mcl1 Bid PPI	GSH bead fluor	Bim-Mcl-1	RGS8-Gao	Mcl1-Noxa inh	RGS4-Gao reg	Pf gamet viab	Avidin bead fluor	ABCG2 inh
CCC(c1nnnn1CCOC)N1CCN(c2cccc(C(F)(F)F)c2)CC1 (centres undefined)	0.4	101	16	19	0	102	18	98	9	25	-3
CC(C)N(Cc1nc(-c2ccc(Cl)cc2)no1)C(=O)CN(C)S(=O)(=O)c1ccc(Cl)cc1	2.3	96	13	26	-3	98	7	98	/	18	20
CC1=C(C#N)CCC(=O)N1Cc1ccc(C)cc1	0.7	103	-15	21	-2	101	9	102	2	9	1
O=[N+]([O-])c1ccc(/C=N/N=C/c2ccc([N+](=O)[O-])o2)o1	0.9	88	-18	8	-16	86	30	91	-8	17	4
CC(=O)c1sc(NC(=O)COc2ccc(C(C)C)c(C)c2)nc1C	0.9	108	9	27	1	94	-1	100	7	17	13
COC(C[C@@H](O)C[C@H](O)[C@@H](C)OCc1ccccc1)OC	/	?	-29	/	/	99	-1	104	/	8	/

Ordered by molecular weight (largest number first): some entries from above
SMILES	ABCB1 inh	RGS7-Gao	Mcl1 Bid PPI	GSH bead fluor	Bim-Mcl-1	RGS8-Gao	Mcl1-Noxa inh	RGS4-Gao reg	Pf gamet viab	Avidin bead fluor	ABCG2 inh
CC(C)N(Cc1nc(-c2ccc(Cl)cc2)no1)C(=O)CN(C)S(=O)(=O)c1ccc(Cl)cc1	2.3	96	13	26	-3	98	7	98	/	18	20
CC(=O)c1sc(NC(=O)COc2ccc(C(C)C)c(C)c2)nc1C	0.9	108	9	27	1	94	-1	100	7	17	13
CC1=C(C#N)CCC(=O)N1Cc1ccc(C)cc1	0.7	103	-15	21	-2	101	9	102	2	9	1

High-throughput results (PubChem)
